Compound activity (PubChem BioAssay)
MEKK2 WT-MEK5: raises or lowers MEK5 binding to wildtype human MEKK2 PB1 domain; Q9Y2U5; bead flow cytometry, Alexa488-MEK5 binding to MEKK2 WT; actives lie on both sides; binding response (% of control), % at 10 µM; hit rate 1.1% among 290,000; in the data active = binding response below about 67% or above about 130%
GalR3 antagonist: antagonists of human GalR3. inhibition, % at 3 µM. O60755. HEK293 GalR3-CNG cAMP membrane potential fluorescence; galR3 body fused to GalR1 C-terminus. hit rate 0.44% among 360,000;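 active = inhibition above the screen-wide average plus 3 SD, cut at about 13% in these data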;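 note: forskolin and galanin both at EC90 stimulate the cells; cAMP rise reported by CNG channel membrane potential dye signal; 0% = forskolin plus galanin with DMSO and 100% = forskolin alone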
Target sequence (O60755 1-299 limits assumed): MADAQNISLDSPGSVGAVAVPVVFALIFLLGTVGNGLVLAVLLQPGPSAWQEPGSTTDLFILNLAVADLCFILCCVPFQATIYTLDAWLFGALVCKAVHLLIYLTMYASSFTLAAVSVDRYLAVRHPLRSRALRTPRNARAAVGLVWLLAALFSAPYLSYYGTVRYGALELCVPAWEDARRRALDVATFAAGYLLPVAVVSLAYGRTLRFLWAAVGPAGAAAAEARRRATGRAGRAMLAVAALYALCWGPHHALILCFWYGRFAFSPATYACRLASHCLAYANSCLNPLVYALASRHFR
MEKK3 PB1 HTS: raises or lowers MEK5 binding to the human MEKK3 PB1 domain. Q99759. bead-based flow cytometry, Alexa488-MEK5 binding to MEKK3; actives lie on both sides; 0 = blocked by unlabeled MEK5, 100 = vehicle. binding response (% of control), % at 10 µM. hit rate 1.4% among 290,000;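 active = binding response more than 3 SD above or below the average of its plate-row segment, actives on both sides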;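 note: Alexa488 bead fluorescence after subtracting the streptavidin-only scavenger bead signal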
Target sequence (Q99759 whole entry, looked up, the tested form may be a part): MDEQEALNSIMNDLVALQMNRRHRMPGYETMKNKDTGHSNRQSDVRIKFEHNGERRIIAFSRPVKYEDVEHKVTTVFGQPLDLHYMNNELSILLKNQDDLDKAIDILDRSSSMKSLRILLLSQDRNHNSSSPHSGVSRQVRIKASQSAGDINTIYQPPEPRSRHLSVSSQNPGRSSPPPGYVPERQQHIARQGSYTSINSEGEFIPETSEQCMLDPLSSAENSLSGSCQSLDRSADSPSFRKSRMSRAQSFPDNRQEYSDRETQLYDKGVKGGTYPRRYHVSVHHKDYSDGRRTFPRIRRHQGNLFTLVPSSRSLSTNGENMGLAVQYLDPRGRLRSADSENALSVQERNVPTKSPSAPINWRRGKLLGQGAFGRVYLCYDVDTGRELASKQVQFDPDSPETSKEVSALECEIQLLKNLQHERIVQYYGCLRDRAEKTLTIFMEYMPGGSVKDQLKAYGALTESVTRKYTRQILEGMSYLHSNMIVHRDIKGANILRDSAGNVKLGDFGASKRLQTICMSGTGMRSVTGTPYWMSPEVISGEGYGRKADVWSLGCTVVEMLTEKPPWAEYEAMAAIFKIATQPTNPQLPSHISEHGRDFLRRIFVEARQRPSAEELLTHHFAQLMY
DNA FID counter: fluorescent intercalator displacement, NS3 helicase counter-screen. DNA fluorescent intercalator displacement, fluorescence. inhibition, % at 7.9 µM. hit rate 0.17% among 290,000. AID 1845; in the data active = inhibition above about 37%;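 note: 0% = vehicle and 100% = reference compound; higher means more ethidium bromide displaced from hairpin DNA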
MEKK2 mut-MEK5: signal of MEK5 binding to mutant human MEKK2 PB1 domain; bead flow cytometry, Alexa488-MEK5 binding to MEKK2 mutant; percent response, % at 10 µM; hit rate 0.35% among 290,000; AID 1530; in the data active = percent response above about 24%, passing the limit was not always enough; note: inactives centre near 1; some results filed as inactive read as strong as hits; reference of the scale not given here
CRFR2-BP ag: CRF-BP/CRF-R2 complex agonism | HEK293 CRF-R2/CRF-BP, calcium dye fluorescence (FLIPR); percent of saturating CRF peptide response | activation, % at 13.2 µM | hit rate 0.46% among 350,000;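 active = activation of at least 50%, plus an integration ratio under a set limit after plate pattern correction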;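 note: plate controls were neutral control wells without compound for no effect and CRF at EC100 for full effect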
HCV NS3 hel inh: HCV NS3 helicase inhibition; NS3 helicase DNA unwinding, Cy5 molecular beacon fluorescence; inhibition, % at 10.9 µM; hit rate 0.56% among 290,000; AID 1800;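 active = inhibition above the mean of all tested compounds plus 3 SD, set per campaign, cut at about 35% in these data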;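 note: 0% = DMSO wells and 100% = thioflavine S control wells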
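Assay system: hepatitis C virus NS3 helicase domain fragment enzyme. Also added: annealed dual-labelled DNA beacon duplex, ATP-started. Timing: 1 h reaction at 25 °C, ATP-initiated. Technique: Cy5 fluorescence at 0 and 60 min, beacon hairpin quenching. Evaluation: % inhibition of unwinding. Replication: one well per compound.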
UBC9 SUMO inh: SUMOylation inhibition; P63279; HTRF SUMOylation assay, SAE1/SAE2 + UBC9, in vitro; inhibition, % at 35 µM; hit rate 0.36% among 290,000; in the data active = inhibition above about 50%, passing the limit was not always enough; note: strong numbers were not always called active
CRFBP-R2 block: CRF-BP/CRF-R2 complex antagonism. HEK293 CRF-R2/CRF-BP, CRF-induced calcium fluorescence. inhibition, % at 11.8 µM. hit rate 0.59% among 350,000. AID 588475;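 active = inhibition of the ligand-induced calcium signal above about 50% at the single tested concentration, limit read from the data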
* = called active by the depositor; nt = no result given.

SMILES	DNA FID counter	MEKK2 WT-MEK5	MEKK2 mut-MEK5	UBC9 SUMO inh	CRFR2-BP ag	MEKK3 PB1 HTS	CRFBP-R2 block	GalR3 antagonist	HCV NS3 hel inh
CC(C)(C)c1csc(NC(=O)CSc2nc3ccccc3c(=O)[nH]2)n1	1	96	-3	12	-0.8	94	-2	-2	-3
CCN(CC)CCCNc1ncnc2ccccc12	5	103	-1	7	-0.8	98	6	-2	-2
Cc1cccc(N=Nc2c(C)nn(-c3ccccc3)c2N)c1C	-2	98	1	3	-1.9	102	-15	5	12
CCn1nc(C)c(NC(=O)CSc2nnc(-c3ccco3)n2C)c1C	-2	107	4	18	-0.2	108	-12	3	-5
Cn1c(SCc2nnc(-c3ccc(F)cc3)o2)nnc1C1COc2ccccc2O1 (stereo unspecified)	-33	104	3	3	1.3	103	-23	-4	-2
O=C(O)/C=C/C(=O)NCc1ccccn1	-39	83	-14	20	-0.8	95	12	2	3
CC1CCc2nn(CC(=O)N3CCCCCC3)cc2C1 (stereo unspecified)	30	103	2	0	-0.6	100	1	3	3
COc1ccccc1C(=O)N/C(=C/c1ccc(Br)cc1)C(=O)NCCCn1ccnc1	19	108	5	3	-1.1	100	-4	-1	-25
Cc1cccc(C)c1NC(=O)C1(NC(=O)C2CCC(=O)N2)CCCCC1 (stereo unspecified)	1	95	-3	2	1.9	91	27	-1	-6
COc1cc(NS(=O)(=O)c2ccc(NC(C)=O)cc2)ncn1	-4	97	3	6	-1.4	98	15	-1	-9
O=C(O)COc1ccccc1/C=N/NC(=O)CN1CCN(Cc2ccccc2Cl)CC1	-29	88	-12	7	-0.7	87	15	-5	-3
CCN1c2ccccc2-c2nc3ccccc3n2C1c1ccccn1 (stereo unspecified)	-13	92	-4	30	-0.3	94	-11	-4	-4
O=C(COC(=O)c1ccccc1NS(=O)(=O)c1cc([N+](=O)[O-])ccc1Cl)c1ccccc1	-4	89	-5	10	nt	101	nt	nt	-4
CC(NC(=O)CN(C)Cc1cccc(Cl)c1)c1ccccc1 (stereo unspecified)	-10	103	9	7	0.2	103	-3	-8	-3
Cn1c(SCC(=O)CC(=O)Nc2ccccc2)nnc1-c1ccc(O)cc1	-15	98	-3	-38	0.1	103	14	-10	8
O=C(CN1CCCCC1)N1c2ccccc2CCc2ccccc21	4	nt	nt	-13	-0.6	nt	18	-1	8
CCOC(=O)c1nnn(-c2nonc2N)c1CSc1ccccn1	-9	104	3	6	-3.1	113	9	-4	2
CN1CCc2c(sc3c2C(=O)NC(c2cccs2)N3)C1 (stereo unspecified)	-2	104	7	13	58*	103	-42	-4	-6
CN1CCN(c2nnc(-c3cccs3)c3ccccc23)CC1	4	101	4	23	-1.6	97	0	-2	2
COC(=O)N1C(=O)[C@@](c2ccccc2)(C(C)C)N1C(=O)OC	-12	83	-13	3	-1.5	94	4	nt	4
Cc1nnc(C)n1/N=C/c1cc2ccccc2nc1Cl	0	103	-1	24	0.3	109	-15	-1	-13
O=S(=O)(NC1c2cccc3cccc(c23)C1N1CCNCC1)c1ccc(Cl)cc1 (stereo unspecified)	43*	96	-13	2	-0.7	89	-18	-8	-71
Cn1c(-c2nonc2N)nc2ccccc21	0	106	8	11	-0.6	106	6	-9	4
CC(C)n1nnnc1C(c1ccc(F)cc1)N1CCN(C2CCCC2)CC1 (stereo unspecified)	6	106	4	0	-0.6	101	3	-4	-3
O=C(c1cnn2c(C(F)(F)F)cc(-c3cccs3)nc12)N1CCCC1	-18	94	0	23	-1.4	100	22	2	7

Of the compounds above, these have a thiophene ring, fused or not:
SMILES	DNA FID counter	MEKK2 WT-MEK5	MEKK2 mut-MEK5	UBC9 SUMO inh	CRFR2-BP ag	MEKK3 PB1 HTS	CRFBP-R2 block	GalR3 antagonist	HCV NS3 hel inh
CN1CCc2c(sc3c2C(=O)NC(c2cccs2)N3)C1 (stereo unspecified)	-2	104	7	13	58*	103	-42	-4	-6
CN1CCN(c2nnc(-c3cccs3)c3ccccc23)CC1	4	101	4	23	-1.6	97	0	-2	2
O=C(c1cnn2c(C(F)(F)F)cc(-c3cccs3)nc12)N1CCCC1	-18	94	0	23	-1.4	100	22	2	7

Next part:
SMILES	DNA FID counter	MEKK2 WT-MEK5	MEKK2 mut-MEK5	UBC9 SUMO inh	CRFR2-BP ag	MEKK3 PB1 HTS	CRFBP-R2 block	GalR3 antagonist	HCV NS3 hel inh
Cc1onc(-c2ccccc2)c1CNS(=O)(=O)c1cccc(Br)c1	-16	97	0	-3	-0.1	102	-1	1	-11
COc1ccc(CCN(Cc2cc3ccc(C)cc3[nH]c2=O)C(C)=O)cc1OC	-33	120	30	-10	-1.8	135*	17	5	4
O=C(NNC(=O)c1ccco1)Nc1ccccc1	-6	103	-4	-2	0.0	101	-5	0	14
COc1ccccc1NC(=O)c1cc[n+]([O-])cc1	-1	100	3	8	-1.9	100	8	-10	-3
O=C(Cn1cnc2cc([N+](=O)[O-])ccc2c1=O)NC1CCS(=O)(=O)C1 (stereo unspecified)	3	99	-5	2	24	101	-39	-1	-8
O=C(NC1CCCC1)C1c2ccccc2C(=O)N1CCCN1CCOCC1 (stereo unspecified)	-1	100	-3	7	-0.9	106	4	1	0
CC(C)C(=O)N1N=C(c2ccc(NS(C)(=O)=O)cc2)CC1c1cccs1 (stereo unspecified)	-6	101	1	-8	-0.3	101	-8	0	6
O=[N+]([O-])c1cc(/C=N/n2c(-c3ccncc3)n[nH]c2=S)ccc1Cl	9	106	-8	38	-0.3	113	-9	-3	0
Nc1c(C(=O)O)sc2nc(-c3ccccc3)c3c(c12)CCCC3	-9	103	0	6	1.1	107	7	-2	16
Cn1nccc1C(=O)NC1CCCc2c1cnn2-c1ccccc1F (stereo unspecified)	-20	101	0	17	-0.7	101	5	103*	-3
CCOC(=O)c1ccc(NC(=S)N2CCN(C(=O)C3CCCO3)CC2)cc1 (stereo unspecified)	-27	105	9	18	1.8	104	-1	-1	6
Cc1ccc(S(=O)(=O)Nc2n[nH]nc2C(=O)NC2CCCCC2)cc1	-33	96	0	6	10	102	-61	-3	20
COc1ccc(CCN2C(=O)C3C4CC(C5C(C(=O)N/N=C\c6ccc(Cl)cc6)=NOC45)C3C2=O)cc1OC (stereo unspecified)	-20	104	0	-1	-3.2	105	-1	-2	-4
CC(C)(C)c1ccc(-n2ncc3c2CCCC3NC(=O)CCN2CCCO2)cc1 (stereo unspecified)	-49	100	1	-7	6.3	96	-15	2	-5
COc1cc(NC(=O)c2ccc(Br)o2)c(C(=O)O)cc1OC	-5	103	2	19	-1.1	99	19	0	3
CCc1ccc(OCC(=O)N2CCN(c3ccccc3F)CC2)cc1	-31	105	7	-1	-1.5	105	-22	-4	-6
CN(C)c1ccc(C=NCCC2(O)CCOC(C)(C)C2)cc1 (stereo unspecified)	-1	104	3	0	0.7	103	2	-4	3
O=C(CCN1N=C(c2ccccc2)CCC1=O)NCCCN1CCOCC1	0	106	2	1	-0.2	104	-7	-1	1
CN(C)S(=O)(=O)Oc1ccccc1C(=O)Nc1ccc(F)cc1F	1	111	11	16	-0.7	109	2	-2	-3
COc1ccc(OC)c(NCc2nnc(-c3ccccc3)o2)c1	-16	108	1	-6	-0.9	106	10	-2	1
CCOC(=O)C(CCCCCCC(NC(C)=O)(C(=O)OCC)C(=O)OCC)(NC(C)=O)C(=O)OCC	-25	99	-3	18	0.3	100	-6	-1	-4
COn1c(-c2ccccc2)c(C=O)c2ccccc21	-8	105	2	2	-3.4	104	20	-2	2
CCOc1ccc(-n2cc(C(=O)NCc3ccco3)c3cc(OC)c(OC)cc3c2=O)cc1	-24	90	0	17	-0.5	92	-16	1	0
O=C(Nc1ccc(F)cc1)N1CCN(c2ccc3nnc(-c4ccc(F)cc4)n3n2)CC1	-6	102	9	18	0.3	101	5	4	10
CCOC(=O)c1ccc(NS(=O)(=O)c2cccc3nsnc23)cc1	-8	105	13	-6	-3.4	108	8	3	5
CCOc1cccc(C(=O)NC(=S)Nc2ccc3c(c2)OCCO3)c1	1	92	-2	10	7.2	98	-4	-2	1
CN1CCN(C(=O)c2cc(Cl)cc(Cl)c2NC(=O)c2ccco2)CC1	3	84	-8	8	0.5	87	-1	-2	-10
CCCN(Cc1cc2ccc(C)cc2[nH]c1=O)C(=O)c1cccnc1	-15	91	-2	17	0.4	96	30	3	-15
O=C(NCCCCc1ccccc1)c1ccc(Br)cc1	-11	102	10	-8	-0.3	104	13	-9	1
CCOC(=O)N1N=C(c2ccc(OC)cc2)CC1(O)C(F)(F)F (stereo unspecified)	-10	84	-10	10	-2.6	104	7	0	1
COc1cc(C2c3sc(=O)[nH]c3SC3C4CCC(C4)C23)ccc1O (stereo unspecified)	-18	77	-17	-4	-2.2	72	-30	-10	5
CCCOc1ccc(NC(=O)CC2C(=O)N(c3ccc(OCC)cc3)C(=S)N2C2CC2)cc1 (stereo unspecified)	-22	93	-4	21	2.2	99	-16	-1	-4
CC(C)c1nc(SCC(=O)Nc2cccc(S(N)(=O)=O)c2)n[nH]1	1	106	4	1	-2.3	106	13	-1	-3
O=C(Nc1ccc(-c2nc3cccnc3s2)cc1)c1cccnc1Cl	-8	96	-4	-4	-1.2	95	-11	-6	18
COc1ccccc1N1C(=O)C2C3C=CC(C3)C2C1=O (stereo unspecified)	-2	102	2	-9	-2.0	100	20	-1	-4
O=C(NC1CCCCC1)NC1CC2CCC(C1)N2C(=O)NC1CCCCC1 (stereo unspecified)	0	99	-2	22	nt	100	nt	nt	2
CCN(CC)c1ccc(/C=N/OC(C)C(=O)Nc2ccc(C)cc2)cc1 (stereo unspecified)	-16	94	-1	-11	4.6	93	0	-3	-17
COC(=O)C1=C(O)/C(=C\c2cc(C)n(-c3ccccc3F)c2C)N=C1C	-15	94	-3	4	0.4	102	10	-4	9
Cc1ccc(S(=O)(=O)N2CCN(c3nc(C)nc4sc(C)c(C)c34)CC2)cc1	3	98	-1	-1	nt	98	nt	nt	2
COc1ccc(-n2nc3c(c2NC(=O)c2ccc(Br)o2)CS(=O)(=O)C3)cc1	-14	101	1	12	2.3	100	2	-10	13
Cc1cccc(Cl)c1OCCCn1ccnc1	15	109	11	23	-1.1	102	6	-9	0
Cc1ccc(NC(=O)CSc2nc(N)c(-c3ccccc3)c(=O)[nH]2)cc1Cl	-12	104	4	25	0.1	102	7	-4	-9
C=CCNc1nc(Cl)nc(Nc2ccc(OC)cc2OC)n1	-7	90	-9	13	-1.0	100	20	-2	2
Cc1nc2nc(C)c(NS(=O)(=O)c3ccc(Cl)cc3)c(=O)n2[nH]1	-5	101	-1	-2	-1.0	102	-2	-7	-1
Cc1nc(-c2ccccc2)sc1C1(C)CC(c2ccc(C#N)cc2)=NO1 (stereo unspecified)	nt	101	8	-10	0.6	113	3	-4	nt
Nc1ccc(Br)cc1-c1nc2ccccc2[nH]c1=O	3	102	-1	13	4.6	108	-47	-5	1

Individual results from the list.
CCOc1cccc(C(=O)NC(=S)Nc2ccc3c(c2)OCCO3)c1 in MEKK2 WT-MEK5 shows 92
O=C(Nc1ccc(F)cc1)N1CCN(c2ccc3nnc(-c4ccc(F)cc4)n3n2)CC1 in CRFBP-R2 block shows 5

An excerpt. The share of hits here may be higher or lower than overall.
